HTT ATP protect – Huntington cell model cytoprotection by ATP luminescence. Potency, µM (top dose mostly 56.4 µM), without a hit: cytoprotection (ATP increase), usual class: activators. 230,000 compounds, 0.14% hits. AID 1471. PC12 HTT-Q103 induced, cytoprotection, ATP luminescence, 40 h;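 note: % of control where 0% means no effect; nearly all actives have a fitted effect of over 45% in size; toxic huntingtin expression switched on by the ecdysone agonist tebufenozide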
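Cells were plated at 1500 per well in phenol red-free DMEM with 5% equine and 5% calf serum. Tebufenozide (100 nM final) and compounds were added, then ATPlite reagent, and luminescence was read.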
HTT aggregate – reduces HttQ103-GFP aggregates in PC12 cells | PC12 HttQ103-GFP aggregates, Acumen cytometry, 40 h | Potency, µM (highest dose often 46.1 µM), for inactives: top-dose activity change, negative = inhibition, hits mostly inhibitors | 220,000 compounds, 1.1% hits; note: % is set by controls: 0 for no effect and ±100 for the full control effect; nearly all actives have a fitted effect of over 60% in size
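Aggregates are detected as GFP objects 1–25 µm with signal 6 STDEV over background in lysates of induced PC12 cells. These carry Huntingtin exon 1 with 103 glutamines fused to GFP under an ecdysone promoter; compounds titrated.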
KDM4E inh – JMJD2E (human) inhibition | AID 2147 | B2RXH2 | Potency, µM (titrated, usually from 57.1 µM), for the others: top-dose activity change, negative = inhibition, actives largely listed as inhibitors | JMJD2E catalytic domain, FDH-coupled NADH fluorescence (FDH is formaldehyde dehydrogenase) | 230,000 compounds, 1.6% hits; active = well fitted inhibition curve with a large enough effect, not every such curve was filed as active; inconclusive = small, poorly fitted or top-dose-only effect, or another doubt; inactive = no such curve, though single readings can be large or run the other way;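 note: 0% = wells with enzyme and -100% = buffer wells without enzyme; nearly all actives have a fitted effect of over 50% in size; many of its hits are not listed in these tables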
Target sequence (B2RXH2 1-337 limits assumed): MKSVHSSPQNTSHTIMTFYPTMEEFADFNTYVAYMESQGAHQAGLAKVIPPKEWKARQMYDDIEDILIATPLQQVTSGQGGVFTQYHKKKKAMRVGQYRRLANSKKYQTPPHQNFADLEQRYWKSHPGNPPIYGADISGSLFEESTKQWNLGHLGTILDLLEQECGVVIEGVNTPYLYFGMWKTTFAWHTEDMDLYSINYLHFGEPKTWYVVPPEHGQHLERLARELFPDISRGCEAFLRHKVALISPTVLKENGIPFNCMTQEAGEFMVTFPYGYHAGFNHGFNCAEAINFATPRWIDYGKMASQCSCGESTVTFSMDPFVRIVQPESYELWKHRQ
Starred values were filed as active, the others as inactive; ? = inconclusive; [ ] = remark or other dose. Unless noted, calls come from the whole dose curve; as a rule, active = well fitted curve in the direction sought with a large enough effect; inconclusive = small, poorly fitted or top-dose-only effect, or another doubt; inactive = no such curve, though single readings can be large; an effect the other way counts as inactive or inconclusive. Potency is the fitted concentration of half-maximal effect. A portion of the library; the hit share may differ from the screen's.

| item | SMILES | HTT ATP protect | HTT aggregate | KDM4E inh |
| --- | --- | --- | --- | --- |
| 1 | CCOC(=O)CNc1nc(Cl)nc(Nc2ccc(C)cc2)n1 | 1%[10 µM] | 22%[9.22 µM] | -3% |
| 2 | Cc1ccc(OS(=O)(=O)c2ccc(-c3csc(C)n3)s2)c(C)c1 | -19%[10 µM] | 7%[9.22 µM] | ? |
| 3 | O=C(c1cnn2c(C(F)(F)F)cc(-c3cccs3)nc12)N1CCCC1 | 25%[10 µM] | 20%[9.22 µM] | ? |
| 4 | Cn1nnnc1SCC(=O)N1CCc2ccccc21 | 28%[10 µM] | -11%[9.22 µM] | 0% |
| 5 | COc1ccc(OCC(O)Cn2c(N)nc3c2c(=O)[nH]c(=O)n3C)cc1 (stereo not drawn) | 18%[10 µM] | 13%[9.22 µM] | 0% |
| 6 | O=[N+]([O-])c1cccc(S(=O)(=O)NCCc2cn3ccccc3n2)c1 | 22%[10 µM] | 16%[9.22 µM] | 2% |
| 7 | CCN1CCN(C(=O)NCc2ccccc2)CC1 | 14%[10 µM] | -10%[9.22 µM] | ? |
| 8 | C[N+]12CCCCC1[C@@H](CO)CCC2 (stereo partly drawn) | 6%[10 µM] | 12%[9.22 µM] | -1% |
| 9 | CN(CC(=O)NCc1cccnc1)S(=O)(=O)c1ccccc1 | 2%[10 µM] | -12%[9.22 µM] | 3% |
| 10 | Cc1ccc(C)c(NS(=O)(=O)c2ccc3[nH]c(=O)[nH]c3c2)c1 | -9%[10 µM] | -14%[9.22 µM] | 1% |
| 11 | O=C(Nc1ccccc1Cl)c1ccc(-c2ccccn2)s1 | 15%[10 µM] | 8%[9.22 µM] | -23% |
| 12 | O=C(O)CSc1ncnc2scc(-c3ccc(Br)cc3)c12 | 0%[10 µM] | 0%[9.22 µM] | 0% |
| 13 | C(=C\c1ccc(/C=C/c2ccccc2)nn1)/c1ccccc1 | -1%[10 µM] | -15%[9.22 µM] | 1% |
| 14 | Cc1ccc(CNC(=O)C(C)C2Sc3ccccc3NC2=O)cc1 (stereo not drawn) | 5%[10 µM] | -24%[9.22 µM] | 5% |
| 15 | CC(Oc1ccccc1)C(=O)Nc1cccc(NC(=O)c2ccco2)c1 (stereo not drawn) | 34%[10 µM] | 9%[9.22 µM] | 0% |
| 16 | COc1ccc(N(CC(=O)N/N=C(\C)CCc2ccccc2)S(=O)(=O)c2ccc(C)cc2)cc1 | 3.5µM* | 11%[9.22 µM] | -2% |
| 17 | COc1ccc(-c2cc(C#N)nc(Cl)n2)cc1 | -26%[10 µM] | 0%[9.22 µM] | ? |

10 entries from above, with two lines to a compound.
Value order – HTT ATP protect	HTT aggregate	KDM4E inh
[8] C[N+]12CCCCC1[C@@H](CO)CCC2 (stereo partly drawn)
  6%[10 µM]	12%[9.22 µM]	-1%
[9] CN(CC(=O)NCc1cccnc1)S(=O)(=O)c1ccccc1
  2%[10 µM]	-12%[9.22 µM]	3%
[10] Cc1ccc(C)c(NS(=O)(=O)c2ccc3[nH]c(=O)[nH]c3c2)c1
  -9%[10 µM]	-14%[9.22 µM]	1%
[11] O=C(Nc1ccccc1Cl)c1ccc(-c2ccccn2)s1
  15%[10 µM]	8%[9.22 µM]	-23%
[12] O=C(O)CSc1ncnc2scc(-c3ccc(Br)cc3)c12
  0%[10 µM]	0%[9.22 µM]	0%
[13] C(=C\c1ccc(/C=C/c2ccccc2)nn1)/c1ccccc1
  -1%[10 µM]	-15%[9.22 µM]	1%
[14] Cc1ccc(CNC(=O)C(C)C2Sc3ccccc3NC2=O)cc1 (stereo not drawn)
  5%[10 µM]	-24%[9.22 µM]	5%
[15] CC(Oc1ccccc1)C(=O)Nc1cccc(NC(=O)c2ccco2)c1 (stereo not drawn)
  34%[10 µM]	9%[9.22 µM]	0%
[16] COc1ccc(N(CC(=O)N/N=C(\C)CCc2ccccc2)S(=O)(=O)c2ccc(C)cc2)cc1
  3.5µM*	11%[9.22 µM]	-2%
[17] COc1ccc(-c2cc(C#N)nc(Cl)n2)cc1
  -26%[10 µM]	0%[9.22 µM]	?

Given screen by screen: two of the compounds above.
(2) Cc1ccc(OS(=O)(=O)c2ccc(-c3csc(C)n3)s2)c(C)c1
(5) COc1ccc(OCC(O)Cn2c(N)nc3c2c(=O)[nH]c(=O)n3C)cc1 (stereo not drawn)
Compound	2	5
HTT ATP protect	-19%[10 µM]	18%[10 µM]
HTT aggregate	7%[9.22 µM]	13%[9.22 µM]
KDM4E inh	?	0%

Bioassay records deposited in PubChem BioAssay by National Center for Advancing Translational Sciences (NCATS).
